TIM10 inh – growth inhibitors of isogenic TIM10 control yeast, primary screen, counter-screen for tim10-1 yeast inhibitor project, luminescence, uHTS; S. cerevisiae TIM10 strain growth, BacTiter-Glo luminescence, 24 h; inhibition, % at 10 µM; 330,000 tested, 1.4% active;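 active = inhibition of 40% or more at the single tested concentration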;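 note: wild-type TIM10 isogenic control strain grown at permissive 25 °C; 0% = DMSO yeast wells and 100% = minimal medium wells without yeast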
mIAP block – inhibitors of mouse IAP, primary screen, biochemical, luminescence, uHTS; intestinal alkaline phosphatase [Mus musculus]; purified mouse IAP, CDP-Star luminescence, 30 min; inhibition, % at 10 µM; 330,000 tested, 0.2% active; AID 2806, 2010;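 active = inhibition of at least 40% at 10 µM in the primary screen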;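 note: plate controls were DMSO with enzyme for no effect and no enzyme wells for full effect; values of inactives mirror those of a sister screen read the other way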
hIAP inh – human IAP inhibitors, primary screen, biochemical, luminescence, uHTS; 330,000 tested, 0.12% active; inhibition, % at 10 µM; Intestinal-type alkaline phosphatase (Homo sapiens), P09923; purified IAP, CDP-Star luminescence, 30 min;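 active = inhibition reaching a set limit with compound at 10 µM in the primary screen, cut at about 35% in these data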;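 note: plate controls were DMSO wells with enzyme for no effect and no-enzyme buffer wells for full effect; values of inactives mirror those of a sister screen read the other way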
Target sequence (P09923 whole entry, looked up): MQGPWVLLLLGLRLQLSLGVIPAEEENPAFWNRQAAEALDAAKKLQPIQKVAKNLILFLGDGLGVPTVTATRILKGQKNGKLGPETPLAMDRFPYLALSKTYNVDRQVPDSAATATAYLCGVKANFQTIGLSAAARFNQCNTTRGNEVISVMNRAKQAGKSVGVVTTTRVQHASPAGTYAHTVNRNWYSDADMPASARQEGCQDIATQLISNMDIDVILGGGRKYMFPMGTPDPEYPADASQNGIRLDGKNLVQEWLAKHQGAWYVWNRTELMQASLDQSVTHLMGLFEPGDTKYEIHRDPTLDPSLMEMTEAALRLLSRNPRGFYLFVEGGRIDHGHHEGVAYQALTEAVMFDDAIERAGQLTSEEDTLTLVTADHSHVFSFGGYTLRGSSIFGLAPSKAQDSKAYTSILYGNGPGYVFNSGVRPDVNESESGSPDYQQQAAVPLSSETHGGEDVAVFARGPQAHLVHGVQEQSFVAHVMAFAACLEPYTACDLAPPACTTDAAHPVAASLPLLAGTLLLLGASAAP
tim10-1 inh – growth inhibitors of tim10-1 mutant yeast, primary screen, luminescence, uHTS; inhibition, % at 20 µM; S. cerevisiae tim10-1 ts strain growth, BacTiter-Glo, 24 h; 330,000 tested, 2.2% active;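 active = inhibition of at least 40%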;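 note: mutant grown at 25 °C; 0% = DMSO wells with yeast and 100% = wells holding no yeast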
APOBEC3A inh – APOBEC3A ssDNA deaminase inhibitors, primary screen, selectivity assay for APOBEC3G inhibitor project, biochemical, FAM/TAMRA oligo cleavage fluorescence; AID 493011, 2011; inhibition, % at 20 µM; recombinant A3A, FAM/TAMRA ssDNA deamination fluorescence; 330,000 tested, 0.41% active;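 active = at least 40% inhibition at 20 µM here, with at most 30% in a related deaminase screen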;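 note: plate controls were A3A with DMSO for no effect and wells lacking A3A enzyme for full effect; some results filed as inactive read as strong as hits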
NALP3 yeast inh – NALP3 inflammasome inhibitors in reconstituted yeast, primary screen, luminescence, uHTS. Yeast reconstituted NLRP3/ASC/caspase-1, beta-gal luminescence, 24 h. 330,000 tested, 0.39% active. inhibition, % at 10 µM. AID 2825, 2010;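 active = inhibition of 50% or more; inactive = inhibition below 50%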;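 note: plate controls were induced DMSO wells for no effect and uninduced yeast grown without galactose for full effect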
mIAP act – activators of mouse IAP, primary screen, biochemical, luminescence, uHTS; muIAP, CDP-Star luminescence, 30 min; hits give high values; 1 = vehicle-only enzyme signal, 0 = enzyme-free wells; activation factor at 10 µM; 330,000 tested, 0.24% active; AID 2805, 2010;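 active = activation factor of at least 2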; note: the source names both 10 and 20 µM as test concentration; values of inactives mirror those of a sister screen read the other way
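System: Mouse IAP enzyme | Also added: CDP-Star substrate | Dosing: Compounds dispensed in DMSO | Schedule: 30 min enzyme-substrate-compound incubation at room temperature | Technique: Chemiluminescence readout | Control set: DMSO-only wells and no-enzyme negative control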
beta cell repl – inducers of MIN6 beta-cell proliferation, primary screen, ATP luminescence, uHTS; MIN6 cells proliferation, ATPlite luminescence, 48 h; cells starved in 0.2% serum; 100% = growth in 10% serum; proliferation, % at 10 µM; 330,000 tested, 0.29% active; AID 2380, 2010;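 active = compounds whose signal lies at least 3.5 SD above the mean of all wells on their plate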;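 note: 0% = DMSO-treated cells in low-serum medium and 100% = 10% serum control; some compounds called inactive have numbers as strong as hits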
APOBEC3G inh – APOBEC3G DNA deaminase inhibitors, primary screen, biochemical, fluorescence, single-stranded DNA substrate, uHTS; 330,000 tested, 0.28% active; inhibition, % at 20 µM; recombinant A3G, ssDNA deamination FAM/TAMRA fluorescence; AID 493012, 2011;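 active = inhibition of at least 40% at 20 µM, with no more than 30% in the related APOBEC3A deaminase screen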;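 note: plate controls were DMSO wells with A3G for no effect and wells lacking A3G enzyme for full effect; some compounds called inactive have numbers as strong as hits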
Target sequence (Q9HC16 whole entry, looked up): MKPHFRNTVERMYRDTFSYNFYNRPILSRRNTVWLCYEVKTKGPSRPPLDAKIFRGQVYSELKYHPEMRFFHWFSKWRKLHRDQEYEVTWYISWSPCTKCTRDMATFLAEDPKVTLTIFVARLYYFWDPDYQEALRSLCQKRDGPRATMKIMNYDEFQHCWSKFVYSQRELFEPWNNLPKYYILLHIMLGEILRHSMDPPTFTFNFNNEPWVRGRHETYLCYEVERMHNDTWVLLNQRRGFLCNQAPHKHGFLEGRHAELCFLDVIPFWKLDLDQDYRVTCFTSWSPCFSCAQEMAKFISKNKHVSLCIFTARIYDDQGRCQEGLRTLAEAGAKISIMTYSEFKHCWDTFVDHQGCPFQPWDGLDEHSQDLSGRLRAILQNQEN
* hit, by the source's call.

SMILES	TIM10 inh	mIAP block	hIAP inh	tim10-1 inh	APOBEC3A inh	NALP3 yeast inh	mIAP act	beta cell repl	APOBEC3G inh
COc1cccc(-n2nc(C#N)c(Cl)cc2=O)c1	55*	3	3	68*	-1	-16	0.97	-5	-5
COc1ccc(C(=O)C(C)OC(=O)c2sc(C)nc2C)cc1 (stereo not given)	-9	-7	4	-10	-3	10	1.1	-4	-8
CNC(=O)c1ccccc1NC(=O)c1ccco1	0	-4	16	-6	3	13	1	4	-5
Cc1ccc(-n2nnnc2SC(C)C(=O)Nc2ccccc2-c2ccccc2)cc1 (stereo not given)	-23	6	-19	10	2	14	0.94	-4	-2
COc1cc(OC)cc(C(=O)Nc2ccc(S(=O)(=O)Nc3ncccn3)cc2)c1	1	-5	16	4	-1	5	1	0	-10
CCCn1nc(C(=O)Nc2ccc(S(=O)(=O)Nc3nccs3)cc2)c2ccccc2c1=O	20	7	3	6	-1	20	0.93	-3	-5
CCOC(=O)CN1C(=O)CN(c2ccc(C)cc2)C1=O	-8	-9	-1	-14	2	22	1.1	4	-2
O=C(CSc1nc2[nH]ncc2c(=O)[nH]1)c1ccccc1	11	7	-1	7	-3	15	0.93	-2	-5
CCOC(=O)c1[nH]c2ccccc2c1NC(=O)NC(C)C	12	2	4	22	-5	11	0.98	-1	-11
CCOC(=O)C1CCN(S(=O)(=O)c2ccc(CC)cc2)CC1	10	-8	-22	11	8	14	1.1	-3	2
O=S(=O)(c1ccc(Cl)cc1)N1c2ccccc2Oc2nc3ccccc3nc21	-1	5	9	0	-5	10	0.95	0	-6
Cn1c(-c2c(N)n(C3CCCC3)c3nc4ccccc4nc23)nc2ccccc21	22	-28	5	-1	-2	7	1.3	-5	-6
CC(C)(C)N(Cc1ccccc1)C(=O)c1cccs1	13	-7	-6	6	4	-22	1.1	-1	3
Cc1ccc(NC(=O)c2cccc(S(=O)(=O)N3CCN(C)CC3)c2)cc1F	-22	4	-2	2	-1	13	0.96	0	-3
O=C(c1ccco1)N1CCN(CCOc2ccc(F)cc2)CC1	-13	4	-17	5	-7	7	0.96	-4	-9
COc1cc(OC)c(OC)cc1/C=N/n1c(C)nnc1C	-5	-6	-6	-23	1	7	1.1	-1	-2
O=C(NCC1CCCO1)c1cnn2c(C(F)F)cc(C3CC3)nc12 (stereo not given)	4	-3	10	0	2	11	1	0	-3
Cn1ccnc1SCC(=O)c1ccc(Cl)cc1	-14	15	-1	26	-1	-11	0.85	-1	-2
CC(=O)N1C(c2ccccc2O)C[C@]2(C)CC(=O)NC12 (stereo not given in full)	10	7	-3	-4	-1	14	0.93	-1	-5
Cc1nc2c(C)cccn2c1/C(O)=C1\C(=O)C(=O)N(CCN(C)C)C1c1ccco1 (stereo not given)	4	6	5	-6	-2	-6	0.94	1	-10
O=C(CSc1nnnn1Cc1ccccc1)Nc1ccccc1	5	-11	-4	8	5	-5	1.1	0	0
COc1ccc(CNn2c(C)nc3ccccc3c2=O)cc1	7	1	-12	15	-4	7	0.99	-2	-7
CSc1ccccc1OCc1cc(C(=O)N(Cc2nccn2C)C(C)C)no1	1	-6	-14	-10	0	23	1.1	2	-8
CC(C)c1ccc(N(C(=O)c2csnn2)C(C(=O)NC2CCCC2)c2ccncc2)cc1 (stereo not given)	-2	6	18	16	3	-7	0.94	-3	-7
O=C(O)C1C2CCC(C2)C1C(=O)NCCc1ccc(F)cc1 (stereo not given)	-4	-2	-11	-15	-2	24	1	2	-9
COC(=O)/C(=C/c1ccc2c(c1)c1ccccc1n2C)NC(=O)c1ccccc1	10	6	10	13	0	24	0.94	0	-6
CCOC(=O)CCCNC(=O)CCNC(=O)c1ccc(OC(C)C)cc1	0	6	14	3	-3	21	0.94	0	-4
Cc1cc(C(=O)N2CCCC(N3CCN(c4ccccc4C)CC3)C2)n(C)n1 (stereo not given)	5	5	-25	13	-2	-11	0.95	2	-5
CC(=O)NCC(c1cccs1)S(=O)(=O)c1ccc(F)cc1 (stereo not given)	5	-8	13	-13	1	0	1.1	1	4
CS(C)(=O)=NS(=O)(=O)c1ccc(Cl)cc1	-2	2	-3	11	4	3	0.98	0	-1
COc1ccc2cc(CN(Cc3ccco3)Cc3nnnn3C3CCCCC3)c(=O)[nH]c2c1	41*	-7	-3	34	1	13	1.1	-4	-5
COc1ccc(N(C(=O)Cn2nnc(-c3ccc(F)cc3)n2)C(C)C(=O)NC2CCCC2)cc1OC (stereo not given)	11	-3	-4	0	0	13	1	5	-6
Cc1ccc(C(=O)COC(=O)C2CC(=O)N(c3nc(-c4ccccc4)cs3)C2)cc1 (stereo not given)	31	10	15	40*	-2	15	0.9	0	-6
COc1ccc(-n2nc(N)c(C(N)=O)n2)cc1	1	1	-8	12	2	18	0.99	-3	0
COc1ccccc1NC(=O)OCC#CCOC(=O)Nc1ccccc1OC	-4	-8	11	22	4	22	1.1	-4	3
O=C(Oc1ccc2ccccc2c1Br)N1CCCCCC1	25	2	12	17	-2	7	0.98	-2	-6
COc1cc(-c2nc3ccccn3c2/N=C/c2cc(OC)c(OC)c(OC)c2)ccc1O	22	10	-10	35	-6	14	0.91	-2	-6
O=C1c2oc3ccccc3c(=O)c2C(c2cccnc2)N1Cc1ccco1 (stereo not given)	3	0	-12	31	-3	12	0.99	-2	-9
COc1ccc(C)cc1NC(=O)CN1CCN(c2ccccc2F)CC1	-4	-11	-11	36	-3	3	1.1	-4	3
NC(=O)c1c(NC(NC(=O)c2ccco2)C(=O)c2ccc(Cl)cc2)sc2c1CCCC2 (stereo not given)	-7	-3	-4	13	-4	2	1	-4	4
Cc1cc(C)cc(OCC(=O)N(Cc2ccco2)c2c(N)n(Cc3ccccc3)c(=O)[nH]c2=O)c1	1	4	-4	12	-1	-6	0.96	-4	-5
CC1(C)CC(=O)N(c2ccc(Cl)c(Cl)c2)C(=O)C1	9	0	5	-11	2	2	1	-1	-9
Cc1ccc(-c2nnc(-c3cc(C)on3)o2)cc1	30	3	-4	21	-1	26	0.97	-2	-3
CCC1(CC)N([O-])C(C)=C(c2ccccc2)[N+]1=O	4	2	9	26	-3	17	0.98	1	-3
COc1ccccc1N1CCN(C(=O)C2CCN(C(=O)c3ccccc3Cl)CC2)CC1	7	4	-35	-17	1	13	0.96	3	-1
O=C(NCc1ccccc1)C(c1ccc(F)cc1)N(Cc1cccs1)C(=O)c1cnccn1 (stereo not given)	18	10	7	17	-1	-5	0.9	-1	-6
CCN(CC)C(=O)CCSc1nnc(-c2ccncc2)o1	4	-2	15	-3	0	16	1	0	-2
Cn1c(=O)[nH]c(=O)c2c1nc(Br)n2Cc1ccccc1F	-3	0	10	7	2	3	1	-2	4
CCOC(=O)N1CCN(C(=O)CCCn2c(=S)[nH]c3ccsc3c2=O)CC1	-20	3	-10	3	3	11	0.97	-2	1
COc1ccc(OC)c(N2C(N)=C(C#N)C(c3ccc(OC)c(O)c3)C3=C2CC(C)(C)CC3=O)c1 (stereo not given)	8	9	15	2	-2	1	0.91	3	-4
Cc1cc(C)c(C)c(OCC(=O)N2CCOCC2)c1	7	-5	-6	5	5	13	1	-1	1
COCCn1c(C)cc(/C=C2/NC(=O)N(c3cccc(Cl)c3)C2=O)c1C	7	12	-2	27	-1	9	0.88	2	-2
Brc1ccccc1OCCOc1cccc2cccnc12	27	2	1	35	-8	27	0.98	-2	-10
Cc1nn2c(NCCCN3CCOCC3)c3c(nc2c1-c1ccccc1)CCC3	18	3	-4	22	1	24	0.97	-5	-2
COc1ccc(C(=O)Nc2cc(C)on2)cc1	2	-3	-13	-20	0	-1	1	-4	-2
CCC(CO)NC1=CC(=O)CCC1 (stereo not given)	-2	-1	-10	7	1	10	1	1	1
Cc1ccc2nc(SCC(=O)c3c(C)[nH]c4ccccc34)[nH]c2c1	0	-3	-15	3	-1	7	1	1	-4
Cc1nc2ccccc2c(C)c1C(=O)c1ccccc1	2	-2	11	24	1	-18	1	1	1
Cc1ccc(NC(=O)COC(=O)C2CC3C=CC2C3)cc1S(=O)(=O)N1CCCCC1 (stereo not given)	10	-32	-15	-24	-1	6	1.3	0	-5
COc1ccc(CNC(=S)N2CCN(S(=O)(=O)c3cccc(F)c3)CC2)cc1	-8	-7	-9	9	-4	-19	1.1	-3	7
COc1cccc(C(C(=O)NCC2CCCO2)N(C(=O)Cn2nnc3ccccc32)c2ccccc2C(C)=O)c1OC (stereo not given)	-5	-3	-13	13	-2	-2	1	1	-6
Cc1cc(Cl)ccc1OCC(=O)Nc1nc(-c2cccnc2)cs1	-4	-18	-6	-8	-2	5	1.2	-3	-5

Look-ups from the results shown.
Cc1nn2c(NCCCN3CCOCC3)c3c(nc2c1-c1ccccc1)CCC3 in APOBEC3A inh shows 1
Cn1c(=O)[nH]c(=O)c2c1nc(Br)n2Cc1ccccc1F in TIM10 inh shows -3

Compounds above that have a thiophene ring, fused or not, in the order listed:
SMILES	TIM10 inh	mIAP block	hIAP inh	tim10-1 inh	APOBEC3A inh	NALP3 yeast inh	mIAP act	beta cell repl	APOBEC3G inh
CC(C)(C)N(Cc1ccccc1)C(=O)c1cccs1	13	-7	-6	6	4	-22	1.1	-1	3
CC(=O)NCC(c1cccs1)S(=O)(=O)c1ccc(F)cc1 (stereo not given)	5	-8	13	-13	1	0	1.1	1	4
NC(=O)c1c(NC(NC(=O)c2ccco2)C(=O)c2ccc(Cl)cc2)sc2c1CCCC2 (stereo not given)	-7	-3	-4	13	-4	2	1	-4	4
O=C(NCc1ccccc1)C(c1ccc(F)cc1)N(Cc1cccs1)C(=O)c1cnccn1 (stereo not given)	18	10	7	17	-1	-5	0.9	-1	-6
CCOC(=O)N1CCN(C(=O)CCCn2c(=S)[nH]c3ccsc3c2=O)CC1	-20	3	-10	3	3	11	0.97	-2	1

Compound activity: PubChem, Sanford-Burnham Center for Chemical Genomics
